Compound activity as filed in PubChem BioAssay.
JMJD2A Tudor – qHTS Assay for Inhibitors of JMJD2A-Tudor Domain | AlphaScreen JMJD2A-Tudor / H3K4me3 peptide binding | AID 504339, 2011 | 390,000 tested, 4.4% active | Potency, µM (series often up to 114 µM), without a hit: at the highest dose activity change, negative = inhibition, usual class: inhibitors | Lysine-specific demethylase 4A (Homo sapiens), O75164; note: nearly all actives have a fitted effect of over 50% in size
Target sequence (O75164 whole entry, looked up, the tested form may be a part): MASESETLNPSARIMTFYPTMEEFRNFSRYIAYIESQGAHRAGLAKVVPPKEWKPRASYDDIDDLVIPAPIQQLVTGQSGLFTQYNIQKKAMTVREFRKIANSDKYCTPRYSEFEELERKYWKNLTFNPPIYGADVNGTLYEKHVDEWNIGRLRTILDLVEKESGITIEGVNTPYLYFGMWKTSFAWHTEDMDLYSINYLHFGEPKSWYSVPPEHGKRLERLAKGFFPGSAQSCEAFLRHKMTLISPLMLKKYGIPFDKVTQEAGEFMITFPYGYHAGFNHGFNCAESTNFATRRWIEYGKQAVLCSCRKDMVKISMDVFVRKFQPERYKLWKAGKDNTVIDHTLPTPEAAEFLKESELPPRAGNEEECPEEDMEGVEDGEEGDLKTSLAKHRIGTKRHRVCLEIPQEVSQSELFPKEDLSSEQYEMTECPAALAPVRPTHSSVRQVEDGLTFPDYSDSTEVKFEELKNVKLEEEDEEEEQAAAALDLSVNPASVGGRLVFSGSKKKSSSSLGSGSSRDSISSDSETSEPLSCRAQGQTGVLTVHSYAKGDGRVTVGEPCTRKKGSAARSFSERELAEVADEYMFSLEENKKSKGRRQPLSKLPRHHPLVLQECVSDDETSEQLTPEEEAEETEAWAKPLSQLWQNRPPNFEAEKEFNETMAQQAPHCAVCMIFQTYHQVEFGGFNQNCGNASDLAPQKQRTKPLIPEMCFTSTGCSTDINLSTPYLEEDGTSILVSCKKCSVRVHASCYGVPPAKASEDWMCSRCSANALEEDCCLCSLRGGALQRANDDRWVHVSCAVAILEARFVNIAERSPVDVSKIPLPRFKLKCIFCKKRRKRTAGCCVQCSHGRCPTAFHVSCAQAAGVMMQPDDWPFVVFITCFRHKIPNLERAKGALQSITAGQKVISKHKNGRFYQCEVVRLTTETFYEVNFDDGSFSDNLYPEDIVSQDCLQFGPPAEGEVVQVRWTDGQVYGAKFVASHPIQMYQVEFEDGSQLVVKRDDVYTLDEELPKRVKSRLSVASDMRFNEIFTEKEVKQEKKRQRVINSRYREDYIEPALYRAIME
BAZ2B inh – qHTS Assay for Inhibitors of BAZ2B; AID 504333, 2011; 360,000 tested, 4.4% active; Bromodomain adjacent to zinc finger domain protein 2B (Homo sapiens), Q9UIF8; Potency, µM (series often up to 114 µM), without a hit: at the highest dose activity change, negative = inhibition, actives largely listed as inhibitors; AlphaScreen BAZ2B-H3K14Ac peptide displacement; note: nearly all actives have a fitted effect of over 60% in size
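Compounds, titrated to a top concentration of 110 uM, were incubated 30 min at room temperature with preformed BAZ2B/acetyl-K14 H3 peptide complex (50 nM each). Proximity signal was measured by AlphaScreen after 20 min with beads.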
* hit, by the source's call; ? = inconclusive; . = no result given; & = joins results of further samples; [ ] = dose if it differs, or a comment. Calls come from the whole dose curve; as a rule, active = well fitted inhibition curve with a large enough effect; inconclusive = small, poorly fitted or top-dose-only effect; inactive = no such curve, though single readings can be large or run the other way. % is set by controls: 0 for no effect and ±100 for the full control effect; potency is the fitted concentration of half-maximal effect. Some of the compounds tested (hit frequency here may not be typical).

Sequence of screens: JMJD2A Tudor, BAZ2B inh
Cc1ccc(N=Nc2c(O)c3ccccc3[nH]c2=O)c(S(=O)(=O)N(C)C)c1
    ., -16%
COc1ccc(-c2nn(-c3ccccc3)cc2/C=N/Nc2ccccn2)cc1
    ., 3%
CCOc1ccc(CCNC(=O)c2ccc3c(c2)NC(=O)C2CCCN32)cc1OCC (stereo not drawn)
    ., -6%
COc1ccc(C2CC(=O)c3cnc(N4CCc5ccccc54)nc3C2)c(OC)c1 (stereo not drawn)
    ., 0%
CCCC[C@]12Cc3cc(C#N)ccc3C(O1)c1c(cc(-c3ccccc3)oc1=O)O2
    ., 6%[22.9 µM]
CCOC(=O)CC1C(=O)NCCN1c1nc2ccc(C)cn2c(=O)c1/C=C1\SC(=S)N(C(C)CC)C1=O (stereo not drawn)
    ., 28µM*
Cc1ccc(-c2csc(N3N=C(c4ccccc4)/C(=C\c4ccc(N(C)C)cc4)C3=O)n2)cc1
    ., -38%
CC1(C)CC(=O)C2=C(C1)O[C@@]1(CCCCN3C(=O)c4ccccc4C3=O)Cc3ccccc3C2O1
    ., -1%[22.9 µM]
O=C1OC2(CCCCC2)CC2=C1C1O[C@](c3ccsc3)(Cc3ccccc31)O2
    ., ?
COc1cc2c(cc1OC)C1OC(c3ccsc3)(C2)Oc2cc(C)oc(=O)c21 (stereo not drawn)
    ., ?
CC1(C)Cc2c(sc3nc(=S)[nH]c(N)c23)CO1
    ., -12%
Cc1ccc(-c2csc3nc4c5ccccc5c(NCCCN5CCOCC5)nn4c(=O)c23)cc1
    ., -5%
CCN(CC)C(C)C#CCC(c1ccccc1)c1ccccc1 (stereo not drawn)
    ., -26%
CC(C)CC(=O)O/N=C1\C(=O)N(Cc2ccc(Cl)cc2)c2ccc([N+](=O)[O-])cc21
    ., ?
Cc1cc(=O)[nH]c(S)c1C#N
    ., -8%
CCCCN1C(=O)/C(=C2/Sc3ccc(Cl)cc3N2CC)SC1=S
    ., 8%[57.1 µM]
CCc1ccc(NC(=O)c2cnn3c(C)cc(C)nc23)cc1
    -9%, .
COc1ccc(-c2ccc3ncnc(NCCc4cnc[nH]4)c3c2)cc1OC
    ?, .
NCCC(=O)Nc1cccc(-c2nn3c(=O)cc(N4CCNCC4)nc3s2)c1
    -29%, .
Cc1cc2c(s1)c1cnn(Cc3ccc(F)c(C)c3)c(=O)c1n2C
    -9%, .

(further entries)
Sequence of screens: JMJD2A Tudor, BAZ2B inh
C/C=C\C1=CCCC1Nc1ncnc2ccc(-c3c(C)noc3C)cc12 (stereo not drawn)
    ?, .
COc1cc(F)c(S(=O)(=O)N2CCCN(S(=O)(=O)c3cccc(NC(C)=O)c3)CC2)c(F)c1
    -31%, .
N#CN1CCC(NC(=O)c2ccc(F)cc2)CC1
    -14%, .
CCN1CCN(C(=O)CCN(CC(C)C)c2nc(-c3cccs3)nc3ccccc23)CC1
    -20%, .
CNC(=O)c1cnn2c(C)cc(C)nc12
    -21%, .
COc1ccc(-c2nc3ccccc3c(=O)n2Cc2ccccc2)cc1CNc1ccc(NC(C)=O)cc1
    50µM*, .
Cc1cc2c(s1)c1cnn(Cc3cccc(Cl)c3F)c(=O)c1n2C
    -7%&-15%, .
CCC(=O)Nc1ccc(OCc2cc(C3Nc4ccccc4C(=O)N3Cc3ccccc3)ccc2OC)cc1 (stereo not drawn)
    -35%, .
CCN(CC)C(=O)c1nn(-c2ccc(OC)cc2)c(=O)c2c(N)scc12
    56µM*, .
Cc1noc(C)c1-c1ccc2ncnc(NCc3cccn3C)c2c1
    -31%, .
COc1cccc(C2c3c(ncn(-c4ccc(NC(C)=O)cc4)c3=N)Oc3ccc4ccccc4c32)c1 (stereo not drawn)
    ?, .
Cc1cc2c(s1)c1cnn(Cc3ccc(-n4cncn4)cc3)c(=O)c1n2C
    -23%, .
Cn1nnnc1Sc1ncnc2scc(-c3ccccc3S(C)(=O)=O)c12
    -16%, .
COc1cccc(C2C(C#N)=C(NC(=O)NCc3ccccc3)Oc3ccc4ccccc4c32)c1 (stereo not drawn)
    -10%, .
Cc1ccc(CNc2ncnc3ccc(-c4ccc5c(c4)OCO5)cc23)o1
    45µM*, .
O=S(=O)(c1ccc2c(c1)OCCO2)N1CCN(S(=O)(=O)c2cccs2)CC1
    -14%, .
O=C1c2ccccc2C(=O)N1c1cc(=O)c2ccccc2[nH]1
    -26%, .
Cc1ccsc1CNc1ncnc2ccc(-c3ccc4c(c3)OCO4)cc12
    ?, .
COc1cccc(C2=Nn3c(nnc3-c3ccc(OC)c(OC)c3)SC2)c1
    -11%, .
Cc1ccc(Cl)cc1NS(=O)(=O)c1cc2c(cc1Cl)CCC(=O)N2
    -18%, .

A different layout for part of the listing above.
Molecule,JMJD2A Tudor,BAZ2B inh
CCC(=O)Nc1ccc(OCc2cc(C3Nc4ccccc4C(=O)N3Cc3ccccc3)ccc2OC)cc1 (stereo not drawn),-35%,.
CCN(CC)C(=O)c1nn(-c2ccc(OC)cc2)c(=O)c2c(N)scc12,56µM*,.

Next structures follow:
Sequence of screens: JMJD2A Tudor, BAZ2B inh
Nc1cc(-c2ccccc2)c[nH]c1=O
    ?, .
COc1ccc(-c2nnc3n2N=C(c2c(OC)cccc2OC)CS3)cc1OC
    -24%, .
COc1ccc(C(=O)N(Cc2ccccc2)Cc2ccco2)c(O)c1
    ?, .
CCCCN1C(=O)c2ccccc2C1=O
    7%, .
Cc1ccc(N2C(=O)c3ccccc3C2=O)c(C)c1
    -4%, .
O=C(c1ccccc1)N1CCN(c2nc(-c3cccs3)nc3ccccc23)CC1
    ?, .
COc1ccc(C2Nc3ccccc3C(=O)N2Cc2ccccc2)cc1COc1cccc(C)c1 (stereo not drawn)
    -12%, .
Cc1cc2c(s1)c(/C=N/O)c(C(=O)NCc1ccccc1F)n2C
    -31%, .
Cc1cc(C)cc(Cn2ncc3c4sc(C)cc4n(C)c3c2=O)c1
    -27%, .
COc1ccc(C2Nc3ccccc3C(=O)N2Cc2ccccc2)cc1COc1ccc(C(N)=O)cc1 (stereo not drawn)
    ?, .
O=c1c2[nH]c3ccsc3c2cnn1Cc1ccccc1F
    -3%, .
O=C(O)CNc1cccc(-c2nn3c(=O)cc(N4CCNCC4)nc3s2)c1
    -18%, .
O=S(=O)(c1ccc2c(c1)OCCO2)N1CCN(S(=O)(=O)c2cc(F)ccc2F)CC1
    -16%, .
O=C(CNC(=O)C1CCCC1)OC(C(=O)Nc1cc(C(F)(F)F)ccc1Cl)c1ccccc1 (stereo not drawn)
    -11%, .
O=C1CCc2cc(S(=O)(=O)Nc3ccccn3)ccc2N1
    -12%, .
N#Cc1nc(Nc2cccc(-c3ccccc3)c2)nc(NC2CCCC2)n1
    -13%, .
N#Cc1nc(Nc2ccccc2)nc(NC2CCCC2)n1
    -7%, .
Cc1cc2c(s1)c1cnn(Cc3cc(F)cc(F)c3F)c(=O)c1n2C
    -13%, .
O=C(Nc1cccc(-c2nn3c(=O)cc(N4CCNCC4)nc3s2)c1)C1CCNCC1
    -29%, .
Cc1c(P(=S)(c2ccccc2)c2ccccc2)c2ccccc2n1CCCc1ccccc1
    -2%, .

(cont.)
Sequence of screens: JMJD2A Tudor, BAZ2B inh
COc1ccc(-c2nc3ccccc3c(=O)n2Cc2ccco2)cc1COc1ccc(NC(C)=O)cc1
    -21%, .
Cc1noc(C)c1-c1ccc2ncnc(NCc3ccc(F)c(F)c3)c2c1
    -20%, .
COC(=O)c1ccccc1NC(=O)c1ccc(F)cc1F
    -3%, .
O=C1CCc2cc(S(=O)(=O)Nc3cccc(F)c3)ccc2N1
    -17%, .
COc1cccc(C2c3c(ncn(-c4ccccc4Br)c3=N)Oc3ccc4ccccc4c32)c1 (stereo not drawn)
    50µM*, .
O=S(=O)(c1ccc2c(c1)OCCO2)N1CCN(S(=O)(=O)c2ccccc2OC(F)(F)F)CC1
    -11%, .
Nc1ccccc1OC1=NS(=O)(=O)c2ccccc21
    -10%, .
Cc1ccc(Cn2ncc3c4sc(C)cc4n(C)c3c2=O)c(C)c1
    -16%, .
COc1ccc(C2c3c(n(CCCc4ccccc4)cnc3=N)Oc3ccc4ccccc4c32)cc1OC (stereo not drawn)
    ?, .
Cc1noc(C)c1-c1ccc2ncnc(NCc3ccc(C(F)(F)F)cc3)c2c1
    -21%, .
CC(=O)NC(c1cccs1)c1cc(Cl)c2cccnc2c1O (stereo not drawn)
    -30%, .
Cc1ccccc1Nc1nc(C#N)nc(NC2CCCC2)n1
    3%, .
O=C(CNC(=O)c1ccccc1)OC(Cc1ccccc1)C(=O)Nc1cc(C(F)(F)F)ccc1Cl (stereo not drawn)
    -5%, .
COc1ccc(-c2ccc3ncnc(NCc4nc(C)cs4)c3c2)cc1OC
    ?, .
Cc1ccc(NS(=O)(=O)c2cc3c(cc2-c2ccsc2)NC(=O)CO3)cc1C
    -29%, .
COc1ccc(C2Cc3ccccc3C(=O)N2Cc2ccccc2)cc1COc1ccc(NC(C)=O)cc1 (stereo not drawn)
    ?, .
CC(C)c1cc(C(C)C)c(S(=O)(=O)Nc2cccc3cccnc23)c(C(C)C)c1
    -1%, .
O=C1CCc2cc([S+](=O)([O-])Nc3ccc(N[S+](=O)([O-])c4ccc5c(c4)CCC(=O)N5)cc3)ccc2N1
    -6%, .
Cn1nnnc1Sc1ncnc2scc(I)c12
    79µM*, .
O=C(CNC(=O)c1ccc(Cl)cc1)OC(C(=O)Nc1cc(C(F)(F)F)ccc1Cl)c1ccccc1 (stereo not drawn)
    -8%, .

(further entries)
Sequence of screens: JMJD2A Tudor, BAZ2B inh
c1nc(NCCc2cnc[nH]2)c2ccc(-c3ccc4c(c3)OCO4)cc2n1
    79µM*, .
CCOc1ccccc1-c1nnc2n1N=C(c1ccc(OC)cc1)CS2
    -26%, .
CCOc1ccccc1-c1nnc2n1N=C(c1cc(OC)cc(OC)c1)CS2
    -22%, .
O=S1(=O)N=C(Oc2ccccc2F)c2ccccc21
    79µM*, .
N#Cc1nc(Nc2cc(Cl)cc(Cl)c2)nc(NC2CCCC2)n1
    -5%, .
N#CN1CCC(NC(=O)c2ccc(C(F)(F)F)cc2)CC1
    -12%, .
COc1cc(NS(=O)(=O)c2cccc([N+](=O)[O-])c2)c2ncccc2c1
    56µM*, .
COc1cc(Cn2ncc3c4sc(C)cc4n(C)c3c2=O)cc(OC)c1
    ?, .
COC(=O)c1ccc(Cn2ncc3c4sc(C)cc4n(C)c3c2=O)cc1
    -16%, .
Cc1ccc(NS(=O)(=O)c2cc3c(cc2-c2cn[nH]c2)NC(=O)CO3)cc1C
    -26%, .
O=S(=O)(c1ccsc1)N1CCN(c2nc(-c3cccs3)nc3ccccc23)CC1
    -14%, .
O=C1CCc2cc(S(=O)(=O)Nc3cccc4ccccc34)ccc2N1
    -25%, .
COc1ccc(C2Nc3ccccc3C(=O)N2Cc2ccccn2)cc1COc1ccc(NC(C)=O)cc1 (stereo not drawn)
    56µM*, .
CC(=O)Nc1ccccc1OC1=N[S+](=O)([O-])c2ccccc21
    -10%, .
c1nc(NCc2ccoc2)c2cc(-c3ccc4c(c3)OCO4)ccc2n1
    ?, .
O=[S+]([O-])(/C=C/c1nc(Nc2cc(F)cc(F)c2)c2ncn(CC(F)F)c2n1)c1ccccc1
    -15%, .
COc1ccc(C2c3c(N)nc(Cc4ccccc4)nc3Oc3ccc4ccccc4c32)cc1OC (stereo not drawn)
    ?, .
Cc1cc2c(s1)c1cnn(Cc3ccc(C(F)(F)F)cc3F)c(=O)c1n2C
    ?, .
O=S1(=O)N=C(Sc2cccc3cccnc23)c2ccccc21
    ?, .
Cc1cc2[nH]c3c(=O)n(Cc4ccccc4F)ncc3c2s1
    ?, .

Structures listed above marked active in JMJD2A Tudor:
Sequence of screens: JMJD2A Tudor, BAZ2B inh
COc1ccc(-c2nc3ccccc3c(=O)n2Cc2ccccc2)cc1CNc1ccc(NC(C)=O)cc1
    50µM*, .
CCN(CC)C(=O)c1nn(-c2ccc(OC)cc2)c(=O)c2c(N)scc12
    56µM*, .
Cc1ccc(CNc2ncnc3ccc(-c4ccc5c(c4)OCO5)cc23)o1
    45µM*, .
COc1cccc(C2c3c(ncn(-c4ccccc4Br)c3=N)Oc3ccc4ccccc4c32)c1 (stereo not drawn)
    50µM*, .
Cn1nnnc1Sc1ncnc2scc(I)c12
    79µM*, .
c1nc(NCCc2cnc[nH]2)c2ccc(-c3ccc4c(c3)OCO4)cc2n1
    79µM*, .
O=S1(=O)N=C(Oc2ccccc2F)c2ccccc21
    79µM*, .
COc1cc(NS(=O)(=O)c2cccc([N+](=O)[O-])c2)c2ncccc2c1
    56µM*, .
COc1ccc(C2Nc3ccccc3C(=O)N2Cc2ccccn2)cc1COc1ccc(NC(C)=O)cc1 (stereo not drawn)
    56µM*, .

More records.
Sequence of screens: JMJD2A Tudor, BAZ2B inh
Cc1c(P(=S)(c2ccccc2)c2ccccc2)c2ccccc2n1Cc1ccccc1
    -6%, .
Cc1csc(CNc2ncnc3cc(-c4ccc5c(c4)OCO5)ccc23)n1
    56µM*, .
CCCCNc1nc(C#N)nc(Nc2ccccc2)n1
    -2%, .
Cc1ccc(NC(=O)c2ccc3c(c2)CCC(=O)N3)cc1C
    ?, .
